# Source: PubChem BioAssay (National Center for Advancing Translational Sciences (NCATS))
# FUS yeast rescue – FUS proteinopathy suppression in yeast; S. cerevisiae FUS-expressing, growth rescue, OD600, 24 h; Potency, µM (series often up to 76.6 µM), inactives show top-dose growth rescue (activation), usual class: activators; 0.24% of 390,000 active; AID 1347120;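 further: plate controls were DMSO vehicle for no effect and reference control for full effect; nearly all actives have a fitted effect of over 55% in size; some results filed as inactive show a strong effect at the top dose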
#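 Galactose (2%) drives FUS expression in yeast precultured in raffinose; seeding density OD 0.005. Test compounds incubated 24hr at 30C and 99% humidity before absorbance at 600 nm was measured.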
# EPAC1 antagonist – EPAC1 (human) antagonism. 0.14% of 360,000 active. O95398. Potency, µM (series often up to 115 µM), inactives show at the highest dose activity change, negative = inhibition, actives largely listed as inhibitors. EPAC1 GEF assay, Rap1b-BODIPY-GDP exchange fluorescence;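 further: plate controls were vehicle for no effect and positive control for full effect; nearly all actives have a fitted effect of over 50% in size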
# aSyn rescue – inhibitors of alpha-synuclein toxicity in yeast. AID 652106. 0.14% of 370,000 active. Yeast expressing alpha-synuclein, growth rescue, BacTiter-Glo, 24 h. Potency, µM (top dose mostly 46.1 µM), for the others: top-dose growth rescue (activation), actives largely listed as activators; further: % of control where 0% means no effect; nearly all actives have a fitted effect of over 65% in size
#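 Rescue of yeast growth: cells expressing toxic alpha-synuclein, induced in galactose at OD600 0.02, incubated with compound 24 h at 30 C. ATP luminescence quantified growth; inhibitors of toxicity appear as activators.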
# PTHR1 agonist – PTHR1 (human) receptor agonism. 0.075% of 410,000 active. HEK293 GP2 PTHR1 cells, GloSensor cAMP luminescence, 1 h. Potency, µM (titrated, usually from 115 µM), for inactives: at the top dose activation, usual class: activators. Q03431; further: nearly all actives have a fitted effect of over 55% in size; some results filed as inactive show a strong effect at the top dose; inactives centre near -15; many of its hits are not listed in these tables
#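 HEK-293-derived GP2 cells expressing PTHR1 and a GloSensor cAMP reporter, 3,000/well, plated overnight, given luciferin plus IBMX (each 0.5 mM as added) for 1 h at 37 °C, then compound for 1 h at 37 °C. Luminescence was read after 15 min at room temperature.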
# EPAC2 antag – EPAC2 (human) antagonism | Q8WZA2 | EPAC2 GEF exchange of Rap1B-BODIPY-GDP, fluorescence | Potency, µM (titrated, usually from 114 µM), for the others: top-dose activity, negative = inhibition, hits mostly inhibitors | 0.18% of 360,000 active; further: on the % scale 0 is the no-effect control and ±100 the full control effect; nearly all actives have a fitted effect of over 45% in size; many of its hits are not listed in these tables
# Target sequence (Q8WZA2 whole entry, looked up): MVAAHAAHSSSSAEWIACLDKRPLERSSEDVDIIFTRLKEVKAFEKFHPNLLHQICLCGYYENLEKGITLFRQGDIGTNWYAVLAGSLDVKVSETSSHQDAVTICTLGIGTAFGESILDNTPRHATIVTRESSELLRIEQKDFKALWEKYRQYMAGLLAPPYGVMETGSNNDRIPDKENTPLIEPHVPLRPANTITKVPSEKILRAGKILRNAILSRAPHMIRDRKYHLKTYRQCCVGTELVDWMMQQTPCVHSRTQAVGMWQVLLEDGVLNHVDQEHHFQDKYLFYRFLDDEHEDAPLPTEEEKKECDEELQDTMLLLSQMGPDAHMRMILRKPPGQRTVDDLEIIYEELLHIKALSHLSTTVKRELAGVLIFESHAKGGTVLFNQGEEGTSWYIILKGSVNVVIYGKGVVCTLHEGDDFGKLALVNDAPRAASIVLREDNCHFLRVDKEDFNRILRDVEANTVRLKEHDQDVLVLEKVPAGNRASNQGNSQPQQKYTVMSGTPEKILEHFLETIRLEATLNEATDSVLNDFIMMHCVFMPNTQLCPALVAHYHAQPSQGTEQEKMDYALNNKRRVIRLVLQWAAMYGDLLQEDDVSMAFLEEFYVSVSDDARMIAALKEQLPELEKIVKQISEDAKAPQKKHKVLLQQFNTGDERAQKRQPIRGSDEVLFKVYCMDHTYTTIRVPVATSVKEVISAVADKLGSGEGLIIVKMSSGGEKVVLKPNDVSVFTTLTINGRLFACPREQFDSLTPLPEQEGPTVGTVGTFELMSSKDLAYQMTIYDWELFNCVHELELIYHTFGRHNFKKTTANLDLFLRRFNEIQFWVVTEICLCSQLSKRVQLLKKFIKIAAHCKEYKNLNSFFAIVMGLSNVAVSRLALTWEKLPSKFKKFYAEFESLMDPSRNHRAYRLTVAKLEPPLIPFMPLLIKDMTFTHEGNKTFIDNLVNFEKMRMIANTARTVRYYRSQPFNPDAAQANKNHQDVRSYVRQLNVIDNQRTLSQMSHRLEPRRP
# EPAC2 ag – EPAC2 (human) agonism. Q8WZA2. EPAC2 activation, biochemical qHTS; response scale: 100% = 6.5 mM cAMP response. Potency, µM (doses to about 154 µM), for the others: top-dose activation, hits mostly activators. 0.079% of 360,000 active. AID 720711; further: nearly all actives have a fitted effect of over 50% in size
#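 Fluorescence exchange assay: 100 nM EPAC2 with 250 nM RAP1B-BODIPY-GDP and 50 uM GDP; compounds tested as a concentration-titration series (qHTS). Loss of Rap1-bound BODIPY-GDP fluorescence read at 480/540 nm; data normalized to 6.5 mM cAMP.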
# TDP43 rescue – TDP-43 toxicity inhibition in yeast | TDP-43 expressing yeast growth rescue, BacTiter-Glo, 24 h | Potency, µM (doses to about 46.1 µM), for the others: at the highest dose growth rescue (activation), actives largely listed as activators | 1.8% of 410,000 active | AID 652104; further: % of control where 0% means no effect; nearly all actives have a fitted effect of over 50% in size
#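 Cell-based yeast growth screen: TDP-43 expression induced in galactose, inoculum OD600=0.02 after raffinose pregrowth to mid-log. Read-out BacTiter-Glo luminescence at 24 hr, 30 deg C; inhibition of toxicity seen as signal increase.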
# EPAC1 ag – agonists of human EPAC1; EPAC1 agonist qHTS, biochemical assay; response scale: 100% = response to 6.5 mM cAMP; 0.073% of 360,000 active; O95398; AID 720707; Potency, µM (doses to about 154 µM), inactives show at the top dose activation, hits mostly activators; further: nearly all actives have a fitted effect of over 60% in size
#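 Compounds were pinned as a concentration titration into mixtures of EPAC1 (100 nM), BODIPY-GDP-loaded Rap1B (250 nM) and GDP (50 uM). After 5 min at room temperature, fluorescence was followed for 30 min; activity was scaled to 6.5 mM cAMP.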
# * marks the source's active call; other numbers are inactive results; i = inactive; u = inconclusive; x = not tested or not shown; & = joins results of further samples; [ ] = another dose, or the depositor's remark. The call rests on the fitted dose curve; in most records, active means well fitted curve in the direction sought with a large enough effect; inconclusive means small, poorly fitted or top-dose-only effect, or another doubt; inactive means no such curve, though single readings can be large; an effect the other way counts as inactive or inconclusive. Potency means the concentration at half of the fitted maximal effect. This is a subset; count on the stated rates, not on these rows.
# The line under a structure holds: FUS yeast rescue	EPAC1 antagonist	aSyn rescue	PTHR1 agonist	EPAC2 antag	EPAC2 ag	TDP43 rescue	EPAC1 ag
> CC(C)Cc1nnc(NC(=O)C2CSC3(C)CCC(=O)N23)s1 (configuration not stated)
 : 4%	-4%	2%	i	-2%	7%	-5%	8%
> Cn1c(=O)c(/C=C/c2ccc(F)cc2)nc2ccccc21
 : -6%	-3%	4%	-12%	8%	2%	u	-16%
> Cc1ccc(NC2c3ncccc3C(=O)N2Cc2cccs2)cc1C (configuration not stated)
 : 16%	-8%	9%	-5%	-14%	6%	21%	4%
> O=C(NCCc1ccc(Cl)cc1)C1CCCN(S(=O)(=O)N2CCCCCC2)C1 (configuration not stated)
 : 6%	-15%	3%	-37%[inhibitor]	4%	8%	30%	4%
> CCCOc1cccc(C(=O)N2CCN(C(=O)C3CCCO3)CC2)c1 (configuration not stated)
 : x	5%	-2%	-14%	0%	9%	25%	5%
> Cc1nn(C)c(C)c1S(=O)(=O)N(CC(=O)NCCCN1CC(C)CC(C)C1)c1ccc(C(C)C)cc1 (configuration not stated)
 : 6%	8%	1%	7%	2%	5%	8%	0%
> Cn1nccc1/C=C(/C#N)S(=O)(=O)c1ccccc1
 : 1%	-3%	-8%	i	4%	-1%	u	-2%
> CC1(C)CC(NC(=O)c2ccccc2C(=O)NC2CC(C)(C)NC(C)(C)C2)CC(C)(C)N1
 : -12%	-3%	5%	-21%	7%	4%	4%	-1%
> Cc1ccc2nc(NC(=O)COC(=O)c3ccc(Br)o3)sc2c1
 : u	-2%	8%	-7%[57.5 µM]	-3%	-2%	7%	12%
> Cc1c(C(=O)Nc2ccc3c(c2)OCCO3)sc2nc(-c3ccccc3)cn12
 : 4%	-8%	-28%	-25%[57.5 µM]	-5%	15%	-11%	8%
> COc1cc(OC)cc(C(=O)Nc2ccc(S(=O)(=O)Nc3cnc4ccccc4n3)cc2)c1
 : -8%	-9%	1%	i	-2%	8%	3%	3%
> Nc1nnc(CCCCCc2nnc(N)s2)s1
 : 6%	u	-8%	-19%	3%	13%	-21%	-6%
> CN(C(=O)c1ccccc1C(=O)OCC(=O)c1ccc(Br)cc1)c1ccccc1
 : u	-17%	9%	-57%	-13%	15%	24%	21%
> CCN(CC(=O)Nc1ccccc1OC)C(=O)c1ccc2[nH]c3c(c2c1)CC(C)CC3 (configuration not stated)
 : u	-7%	3%[1.84 µM]	-34%[inhibitor]	-3%	14%	13%	-1%
> Cc1ccc2c(C(=O)CN3CCCC(C)C3)c(C)[nH]c2c1 (configuration not stated)
 : 23%	6%	1%	i	6%	0%	0%	4%
> COc1cccc(NC(=O)CSc2nc3ccccc3c(=O)n2C)c1
 : 4%	7%	-6%	i	-2%	2%	16%	-5%
> Cc1noc(C)c1S(=O)(=O)N(CC(=O)N1CCCCCC1)c1ccc(C(C)C)cc1
 : u	-4%	-2%	-13%	-5%	8%	10%	-13%
> COc1ccc(C(=O)N2CCCCC2c2cc(C(=O)Nc3ccc(OC)cc3C)no2)cc1 (configuration not stated)
 : 35%	-10%	3%	i	-8%	10%	25%	3%
> CCCOc1ccc(/C=N/Nc2ccc(C(=O)O)cc2)c(OCCC)c1
 : u	-20%	0%	-22%	-26%	-6%	27%	-8%
> O=C(COC(=O)Cn1cnc2ccccc2c1=O)NCc1ccccc1Cl
 : -5%	-22%	1%	-46%[inhibitor]	-2%	8%	19%	-4%
> O=C(C1CCC(=O)N(C2CCCC2)C1)N1CCC(Oc2ccccc2Cl)CC1 (configuration not stated)
 : x	6%	8%	-17%	15%	-3%	7%	3%
> COC(=O)NC(NS(=O)(=O)c1ccccc1)(C(=O)OC)C(F)(F)F (configuration not stated)
 : -5%	0%	-1%	-23%	0%	11%	8%	6%
> COc1ccc(CCNC(=O)c2ccccc2C(=O)NCCc2ccc(OC)c(OC)c2)cc1OC
 : -12%	-1%	-6%	-13%	-2%	6%	13%	8%
> O=C(/C=C/c1ccccc1)Nc1cc(S(=O)(=O)N2CCOCC2)ccc1N1CCCC1
 : u	3%	-8%	2%	3%	20%	-13%	7%
> CCn1c(CC(=O)Nc2ccccc2)nnc1SCC(=O)Nc1nncs1
 : 23%	3%	u	-11%	1%	9%	-10%	-2%
> Cn1ncc(Cl)c1C(=O)N1CCN(c2ccc(Cl)c(Cl)c2)CC1
 : u	-20%	13%	-43%[inhibitor]	-12%	15%	13µM*	u
> COc1ccc(OC)c(NC(=O)C2CCCCC2)c1
 : -25%	-15%	9%	-26%	-1%	4%	u	-2%
> Cc1ccc(-n2c(C)cc(C)c(C#N)c2=O)cc1C
 : 21%	-16%	-1%	-3%	-4%	13%	-8%	15%
> CSc1nncc(/C(C)=N\Nc2ccccc2C)n1
 : -12%	-18%	-15%	-2%[57.5 µM]	-8%[57.1 µM]	-9%	12%	-14%
> Cc1ccc(N2C(=O)[C@@H]3[C@H](C2=O)C2CCCN2[C@@H]3C(=O)c2ccccc2)cc1 (some centres not stated)
 : u	11%	1%	i	6%	5%	4%	5%
> COc1ccc(C2C(CN3CCOCC3)C(=O)N2c2ccccc2)cc1 (configuration not stated)
 : -13%	-14%	6%	i	1%	7%	1%	11%
> COc1cc(SC)ccc1C(=O)Nc1c(Cl)cncc1Cl
 : 8%	9%	11%	i	-14%	22%	u	8%
> CNC(C)c1ccc(S(N)(=O)=O)cc1 (configuration not stated)
 : 11%	5%	-2%	i	6%	-2%	-16%	-3%
> c1ccc(CCCNCC2COc3ccccc3O2)cc1 (configuration not stated)
 : 11%	5%	10%	i	9%	8%	-14%	4%
> CCCCOc1ccc(NC(=O)CSCC(=O)OCC)cc1
 : 7%	-8%	8%	i	-1%	-1%	13µM*	-8%
> COC(=O)c1ccc(NC(=O)CN2CCN(S(=O)(=O)c3ccc(Br)cc3)CC2)cc1
 : 12%&29%	-7%	9%	-12%&-9%	-8%	3%	20%	-7%
> COc1cccc2sc(Nc3nc(-c4ccncc4)cs3)nc12
 : 31%	5%	-2%	i	4%	5%	-9%	-7%
> CC1CCN(C(=O)Cn2cc(C(F)(F)F)ccc2=O)c2ccccc2S1 (configuration not stated)
 : -20%	2%	1%	-4%	-9%	1%	7%	3%
> O=C(O)c1cc(N/N=C/c2c[nH]c3ccccc23)ccc1Cl
 : 23%	-18%	10%	-23%	-6%	0%	0%	4%
> O=C(O)CCC(NC(=O)C1CCCN1C(=O)OCc1ccccc1)C(=O)O (configuration not stated)
 : 8%	-10%	4%	i	5%	8%	-5%	4%

# Single records, as listed above:
# O=C(O)c1cc(N/N=C/c2c[nH]c3ccccc23)ccc1Cl as listed: FUS yeast rescue = 23%; EPAC1 antagonist = -18%; aSyn rescue = 10%; PTHR1 agonist = -23%; EPAC2 antag = -6%; EPAC2 ag = 0%; TDP43 rescue = 0%; EPAC1 ag = 4%
# CNC(C)c1ccc(S(N)(=O)=O)cc1 (configuration not stated) as listed: FUS yeast rescue = 11%; EPAC1 antagonist = 5%; aSyn rescue = -2%; PTHR1 agonist = i; EPAC2 antag = 6%; EPAC2 ag = -2%; TDP43 rescue = -16%; EPAC1 ag = -3%

# (listing goes on)
# The line under a structure holds: FUS yeast rescue	EPAC1 antagonist	aSyn rescue	PTHR1 agonist	EPAC2 antag	EPAC2 ag	TDP43 rescue	EPAC1 ag
> CC(OC(=O)C1COc2ccccc2O1)C(=O)c1ccccc1 (configuration not stated)
 : -6%	-5%	-1%	i	-14%	1%	9%	-11%
> CC(C)C(NC(=O)Cc1ccccc1[N+](=O)[O-])C(C)C
 : x	8%	2%	-2%	0%	6%	9%	-4%
> COCCCNC(=O)c1cc(OC)c(OC)c(OC)c1
 : -16%	-1%	0%	i	-2%	-9%	12%	5%
> CCC(c1nnc(SCC(=O)NCC2CCCO2)n1Cc1ccccc1)N(C)C (configuration not stated)
 : -1%	-19%	0%	-6%	-1%	0%	-5%	0%
> O=C(CCSCCc1ccccn1)Nc1cc(F)ccc1F
 : 15%	-8%	8%	i	3%	-3%	18%&9%	5%
> Cc1cccc2c1N(CCOc1ccccc1Cl)C(=O)C2=O
 : x	-22%	5%	-23%	-13%	1%	-4%	13%
> CCCN1CCC(NC(=O)C2CCN(C(C)=O)CC2)CC1
 : -7%	-15%	0%	-25%	8%	5%	-4%	2%
> C#CCCOC(=O)N1C2=NC(C(=O)OC)=C(C(=O)OC)[C@@H]3N(C)c4ccc(OC)cc4[C@]23C[C@H]1C(=O)OC
 : 28%	-7%	-17%	-3%	23%	11%	-29%	-4%
> CCN(Cc1cnn(C)c1)C(=O)CC1C(=O)NCCN1Cc1cccc(OC)c1OC (configuration not stated)
 : 8%	6%	0%	i	0%	-1%	-7%	1%
> CC(=O)N1CCOc2ccc(S(=O)(=O)N3CCCCC3)cc21
 : 13%	-8%	2%	-9%	1%	0%	9%	2%
> COc1ccc(CC(=O)N2CCC(n3nccc3NC(=O)C3CCOC3)CC2)cc1 (configuration not stated)
 : -25%	-3%	-6%	i	0%	-5%	-4%	4%
> CC(=O)[C@H]1[C@H](CCc2ccccc2)NC(=O)N(Cc2ccccc2)[C@@H]1C
 : 10%	-16%	-4%	-37%[inhibitor]	3%	7%	-24%	-5%
> O=C(COC(=O)c1ncc(Cl)c(Cl)c1Cl)c1ccc(Cl)s1
 : 12%	-1%	13%	i	-6%	21%	u	5%
> O=[N+]([O-])c1ccc(-c2ncc(-c3ccc(Br)cc3)o2)cc1
 : -10%	-7%	2%	-20%	5%	3%	-4%	12%
> COc1cccc(/C=N/Nc2ccc(C(=O)O)cc2)c1O
 : -3%	0%	-27%	-35%[inhibitor]	-12%	0%	-32%[inhibitor]	1%
> O=C(Nc1ccc(N2CCN(C(=O)c3ccco3)CC2)cc1)c1ccccc1F
 : 31%	0%	-2%	-92%[inhibitor]	12%	2%	7%	-9%
> CN(C)c1cccc(C(=O)OCC(=O)Nc2nccs2)c1
 : 18%	-6%	0%	-17%	3%	-3%	13%	-8%
> CCNCC(=O)Nc1c(C)cccc1C
 : -31%	2%	4%	i	-7%	2%	26%	-6%
> O=C(Nc1nc2cc3c(cc2s1)OCCO3)C1CCCCC1
 : 34%	1%	-27%	-53%[inhibitor]	-4%	-2%	25µM*	-4%
> Cc1c(Cl)cccc1NC(=O)COC(=O)CN1C(=O)NC(C)(C)C1=O
 : 10%	19%	-11%	u	15%	3%	-10%	-6%
